LMPTP inh: LMPTP (human) inhibition. recombinant LMPTP-A, OMFP fluorogenic substrate, fluorescence intensity. inhibition, % at 20 µM. 360,000 tested, 0.22% active. AID 651560;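 active = compounds that cut the enzyme signal by at least half of the control window in the single-dose screen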;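 note: plate controls were DMSO wells with enzyme plus substrate for no effect and substrate without enzyme for full effect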
Target sequence (P24666 whole entry, looked up): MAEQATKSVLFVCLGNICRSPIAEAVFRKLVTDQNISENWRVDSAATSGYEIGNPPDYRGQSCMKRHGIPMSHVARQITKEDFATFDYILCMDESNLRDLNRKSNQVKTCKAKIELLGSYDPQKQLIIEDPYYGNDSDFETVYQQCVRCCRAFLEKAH
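Assay system: LMPTP-A phosphatase enzyme | Input: 0.625 nM enzyme | Also added: Fluorogenic phosphatase substrate OMFP at 400 µM final | Compound dosing: One test concentration per compound, 20 µM, with 3% DMSO overall | Schedule: 50 min enzyme reaction at room temperature, protected from light | Signal: Fluorescence intensity | Benchmarks: no-enzyme and uninhibited controls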
Scp-1 inhibitor: blocks human Scp-1 phosphatase activity. AID 493091. inhibition, % at 20 µM. 340,000 tested, 0.88% active. Recombinant Scp1, phosphopeptide, malachite green phosphate absorbance. Q9GZU7;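 active = inhibition above about 50% at 20 µM, limit read from the data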;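 note: plate controls were DMSO wells with enzyme for no effect and wells lacking enzyme for full effect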
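Material – SCP-1 phosphatase catalytic domain, residues 76-261 · Buffer or medium – Acidic Tris acetate buffer with magnesium and detergent · Also added – Phospho 17-mer peptide substrate · Compound – single 20 µM dose, 1% DMSO · Times – 45 min room-temperature reaction, 5 min colour, 30 min stabiliser · Technique – Phosphate-binding colour reagent, absorbance read at 630 nm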
MsrA inh: bovine MsrA inhibition. purified bovine MsrA, absorbance read-out. inhibition, % at 15.5 µM. 360,000 tested, 0.75% active; in the data active = inhibition above about 4.5%;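 note: 0% = vehicle wells with enzyme and 100% = reference inhibitor wells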
eLon inh: E. coli protease La inhibition. P0A9M0. purified E. coli Lon protease, fluorescence polarization. inhibition, % at 7.94 µM. 360,000 tested, 0.42% active. AID 602123; in the data active = inhibition above about 13%, passing the limit was not always enough;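 note: 0% = enzyme with probe and DMSO and 100% = no enzyme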
Target sequence (P0A9M0 whole entry, looked up): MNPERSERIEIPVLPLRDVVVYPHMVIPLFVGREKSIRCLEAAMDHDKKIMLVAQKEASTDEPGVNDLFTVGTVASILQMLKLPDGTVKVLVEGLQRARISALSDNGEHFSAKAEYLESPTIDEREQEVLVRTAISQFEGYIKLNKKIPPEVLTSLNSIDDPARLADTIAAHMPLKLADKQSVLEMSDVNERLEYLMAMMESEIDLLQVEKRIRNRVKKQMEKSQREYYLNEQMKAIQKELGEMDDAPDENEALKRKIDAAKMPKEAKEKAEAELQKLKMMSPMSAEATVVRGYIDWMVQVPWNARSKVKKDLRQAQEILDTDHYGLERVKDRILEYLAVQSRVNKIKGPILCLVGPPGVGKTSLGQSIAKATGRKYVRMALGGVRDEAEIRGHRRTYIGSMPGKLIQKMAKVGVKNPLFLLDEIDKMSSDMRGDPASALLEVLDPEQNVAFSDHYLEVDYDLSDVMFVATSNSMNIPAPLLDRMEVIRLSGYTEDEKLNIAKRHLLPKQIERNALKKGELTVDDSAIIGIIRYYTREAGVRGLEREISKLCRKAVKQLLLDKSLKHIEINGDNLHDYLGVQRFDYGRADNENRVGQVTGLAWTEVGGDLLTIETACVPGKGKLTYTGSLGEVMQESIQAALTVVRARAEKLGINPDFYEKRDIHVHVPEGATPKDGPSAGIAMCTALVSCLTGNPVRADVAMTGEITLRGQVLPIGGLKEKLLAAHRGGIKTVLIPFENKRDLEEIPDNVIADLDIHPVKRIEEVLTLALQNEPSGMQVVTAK
STEP block: blocks human striatal-enriched tyrosine phosphatase. recombinant STEP, OMFP fluorogenic substrate, fluorescence. inhibition, % at 20 µM. 360,000 tested, 0.25% active. AID 588621;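 active = inhibition at 20 µM, scaled per plate between control wells, above about 37%, limit read from the data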;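 note: 0% = DMSO with enzyme and substrate and 100% = substrate only without enzyme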
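Assay system: isolated STEP enzyme. Buffer or medium: pH 6.0 Bis-Tris with DTT and Tween 20. Also added: fluorogenic phosphatase substrate OMFP at 25 µM final. Dosing: 20 µM, 1% DMSO. Timing: 20 min reaction, room temperature, in the dark. Measured by: fluorescence intensity, excitation 480 nm, emission 540 nm. Evaluation: normalized % inhibition.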
DNMT1 block: DNMT1 (human) enzyme inhibition; inhibition (reported as % activation of signal), % at 10 µM; P26358; AID 588458; 360,000 tested, 0.83% active; DNMT1 molecular beacon, Hinp1I cleavage, fluorescence; in the data active = inhibition above about 50%
bovine MsrA act: activates bovine MsrA enzyme | purified bovine MsrA, absorbance read-out | activation, % at 10.6 µM | 360,000 tested, 0.3% active; in the data active = activation above about 7.5%;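 note: 0% = vehicle and 100% = reference activator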
Tb MetRS inh: Trypanosoma brucei MetRS inhibition. purified T. brucei MetRS, ATP depletion, Kinase-Glo luminescence. inhibition, % at 11.9 µM. 360,000 tested, 0.4% active;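 active = inhibition above a per-plate cutoff of the control wells' mean inhibition plus 3 SD, cut at about 5.5% in these data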;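 note: 0% = DMSO wells median and 100% = median of wells with control inhibitor compound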
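Material: T. brucei methionyl-tRNA synthetase, purified; reagent: substrates ATP, L-methionine and bulk Escherichia coli tRNA; dosing: 11.9 µM single point; timing: 15 min plus 2 h at 25 °C; detection: luminescence of leftover ATP; evaluation: % inhibition; control set: DMSO-only wells as low control; replicates: singlicate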
NRP1-CendR mod: NRP-1/CendR interaction modulation | inhibition, % at 25 µM | 360,000 tested, 0.85% active | O14786 | FAM-RPARPAR peptide binding to NRP-1, fluorescence polarization;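 active = inhibition or corrected inhibition above about 18%, plus a signal ratio from 0.5 to 1.5, limit read from the data, passing the limit was not always enough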; note: strong numbers were not always called active
SUMO1-SIM PPI: modulators of human SUMO1-mediated protein-protein interactions | P63165 | SUMO1 binding to a labelled peptide, TR-FRET, 1 h | inhibition, % at 20 µM | 360,000 tested, 0.33% active | AID 602429; in the data active = inhibition above about 37%
Target sequence (P63165 whole entry, looked up): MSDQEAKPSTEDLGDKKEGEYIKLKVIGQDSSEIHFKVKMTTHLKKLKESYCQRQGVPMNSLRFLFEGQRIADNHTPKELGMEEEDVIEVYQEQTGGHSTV
Numbers without * were called inactive; x = no result given.

SMILES | LMPTP inh | Scp-1 inhibitor | MsrA inh | eLon inh | STEP block | DNMT1 block | bovine MsrA act | Tb MetRS inh | NRP1-CendR mod | SUMO1-SIM PPI
Cc1ccc(CCN2CC(C(=O)NCCCN(C)Cc3ccccc3)CC2=O)cc1 (stereo not drawn) | -1.3 | -2 | -1.0 | -7 | -2 | 3 | 4 | -0.3 | 2 | 0
Cc1cccc(C(=O)N2CCc3ccccc3C2)c1[N+](=O)[O-] | -1.7 | -4 | -0.8 | 2 | -3 | -1 | -1 | 0.2 | 5 | -3
CC1(C)CC(=O)C2=C(C1)NC(=O)CC2c1ccccc1F (stereo not drawn) | -1.8 | 1 | -1.1 | 0 | 3 | 1 | -3 | -0.8 | 9 | 1
Cc1ccc(-c2nn(-c3ccccc3)cc2C(=O)NCCCN2CCCC2=O)cc1 | -0.3 | 4 | 0.7 | 14 | -3 | 1 | -4 | -0.6 | -2 | 2
COc1ccc(/C=C/c2nnc(NC(=O)COc3ccccc3)s2)cc1 | -0.8 | -4 | 0.2 | -1 | -3 | 1 | -1 | -0.4 | 3 | 5
O=C1C(Br)=C(c2ccccc2)C(c2ccccc2)=C1c1ccccc1 | 0.3 | -16 | x | 7 | -2 | 10 | -3 | -0.4 | -7 | -1
COc1ccc(CCn2c(=N)c(C(=O)NCc3ccco3)cc3c(=O)n4ccccc4nc32)cc1 | 60* | 15 | 1.2 | -14 | 7 | 35 | -3 | -0.4 | -26 | -7
COc1ccc(N(CN2C(=O)c3ccccc3C2=O)C(=O)COc2ccc(Cl)cc2Cl)cc1 | 2.0 | -16 | -0.7 | 2 | -3 | 6 | -4 | -0.8 | 20 | -5
Cc1ccc(/C=N/NC(=O)Cn2cnc3ccccc32)cc1 | 0.0 | -5 | -1.1 | -4 | 1 | 8 | 1 | -0.5 | 4 | 1
CCCCc1ccc(NC(=S)NCC2CCCO2)cc1 (stereo not drawn) | 1.2 | -1 | -0.8 | 10 | 5 | 4 | -2 | -0.4 | -3 | 0
CC(=O)NC1CCC(=O)C=C1c1ccccc1 (stereo not drawn) | -1.4 | 15 | -1.1 | -5 | -3 | 1 | -5 | -0.4 | 2 | -8
O=C(O)c1ccccc1-c1ccccc1C(=O)NCCc1ccccc1 | -0.4 | -5 | 0.7 | 0 | -2 | 2 | -14 | -2.4 | -7 | 22
Cn1c(SCC(=O)c2ccccc2)nnc1-c1cnccn1 | 0.4 | -4 | 0.6 | 2 | 2 | 1 | 2 | 0.0 | -1 | -2
O=C1OC(c2cccc([N+](=O)[O-])c2)C2(CCCC2)C(=O)C12CCCCC2 (stereo not drawn) | 1.3 | -8 | 1.0 | 0 | 4 | -3 | -2 | -0.1 | -7 | -9
Cn1c(CN2CCCC2)nc2cc(NC(=O)COc3ccccc3)ccc21 | 43 | -2 | 2.0 | -5 | 3 | -6 | -6 | -1.1 | -10 | 36
CNC(=O)c1ccc(NC(=O)c2cccc(C(F)(F)F)c2)cc1 | 3.2 | 1 | 1.8 | 3 | -2 | -3 | -12 | -1.3 | 3 | 1
CC(C)C(=O)Nc1ncc(Cc2ccc(Cl)cc2)s1 | -0.2 | 9 | -1.2 | -5 | 0 | -3 | -6 | -2.0 | 13 | -3
Cc1cc(C)cc(N(CC(=O)NCC2CCCO2)S(=O)(=O)c2c(C)noc2C)c1 (stereo not drawn) | -2.1 | -3 | 0.1 | -3 | -1 | 3 | -2 | -0.3 | -5 | -2
Cc1cc(C(=O)NCCN2CCOCC2)c2ccccc2n1 | -0.4 | -10 | -0.3 | -2 | 1 | -4 | -10 | -0.8 | 5 | -8
Cc1nnc2ccc(N3CCN(c4cccc(C(F)(F)F)c4)CC3)nn12 | 0.4 | -6 | -1.3 | -3 | 1 | -3 | -3 | -0.3 | 7 | 2

Reprinted at random: 2 entries already listed.
SMILES | LMPTP inh | Scp-1 inhibitor | MsrA inh | eLon inh | STEP block | DNMT1 block | bovine MsrA act | Tb MetRS inh | NRP1-CendR mod | SUMO1-SIM PPI
Cc1cc(C)cc(N(CC(=O)NCC2CCCO2)S(=O)(=O)c2c(C)noc2C)c1 (stereo not drawn) | -2.1 | -3 | 0.1 | -3 | -1 | 3 | -2 | -0.3 | -5 | -2
Cc1ccc(-c2nn(-c3ccccc3)cc2C(=O)NCCCN2CCCC2=O)cc1 | -0.3 | 4 | 0.7 | 14 | -3 | 1 | -4 | -0.6 | -2 | 2

Molecules listed so far that contain a nitro group on carbon (2):
SMILES | LMPTP inh | Scp-1 inhibitor | MsrA inh | eLon inh | STEP block | DNMT1 block | bovine MsrA act | Tb MetRS inh | NRP1-CendR mod | SUMO1-SIM PPI
Cc1cccc(C(=O)N2CCc3ccccc3C2)c1[N+](=O)[O-] | -1.7 | -4 | -0.8 | 2 | -3 | -1 | -1 | 0.2 | 5 | -3
O=C1OC(c2cccc([N+](=O)[O-])c2)C2(CCCC2)C(=O)C12CCCCC2 (stereo not drawn) | 1.3 | -8 | 1.0 | 0 | 4 | -3 | -2 | -0.1 | -7 | -9

Next part:
SMILES | LMPTP inh | Scp-1 inhibitor | MsrA inh | eLon inh | STEP block | DNMT1 block | bovine MsrA act | Tb MetRS inh | NRP1-CendR mod | SUMO1-SIM PPI
CN(C(=O)COc1ccc(C(C)(C)C)cc1)C1CCS(=O)(=O)C1 (stereo not drawn) | -2.5 | -8 | 0.2 | -2 | -3 | 2 | -1 | -0.4 | 9 | -8
CN1C(=O)C(CC(=O)Nc2ccccc2)S/C1=N/c1nccs1 (stereo not drawn) | -1.0 | -6 | 1.5 | -3 | 0 | 0 | -4 | -0.6 | 6 | -3
N#CCC(=O)Nc1ccc(C(=O)OCC(=O)c2c[nH]c3ccccc23)cc1 | 0.0 | 2 | -0.6 | -18 | -2 | -31 | 1 | 0.5 | -22 | 1
CC/C(=C(\c1ccc(O)cc1)c1ccc(OCCN(C)C)cc1)c1ccccc1 | -3.9 | -17 | 0.4 | 1 | 1 | -15 | 0 | -0.1 | -12 | -34
COc1cccc(Cn2cnc(-c3ccccc3OC)c2-c2cc(C)cc(C)c2)c1 | 3.8 | x | -1.1 | -4 | x | x | -2 | 0.0 | -2 | 12
COc1ccc(C[C@@H]2CN3C(=NC[C@@H]3Cc3ccc(O)cc3)N2C[C@H](C)NC(=O)CCC2CCCCC2)cc1 | 0.6 | 10 | x | -5 | 0 | 25 | -6 | -0.3 | 22 | -9
COCCCNc1oc(-c2ccccc2OC)nc1C#N | 0.8 | -4 | 3.1 | 0 | -3 | 2 | -16 | -1.8 | 2 | 2
COc1ccc(CCN2C(=O)CC(C(N)=O)SC2=Nc2ccccc2)cc1 (stereo not drawn) | -0.5 | 0 | -1.5 | 7 | 0 | 11 | -4 | -0.4 | 7 | 5
COC(=O)c1cc(C(=O)OCC(=O)N2c3ccccc3NC(=O)C2(C)C)cc([N+](=O)[O-])c1 | -1.0 | -6 | x | 8 | -1 | 7 | -7 | -1.2 | 1 | -29
COc1ccccc1NC(=O)c1ccc(N2CC3CC(C2)c2cccc(=O)n2C3)c(NC(=O)c2cccnc2)c1 (stereo not drawn) | 0.7 | -4 | 0.3 | 5 | -2 | -5 | -2 | 0.7 | 3 | -5
COCCn1c(SCC(=O)NCc2ccco2)nnc1C(C)C | -1.2 | 3 | 1.0 | 4 | 1 | 2 | -1 | 0.0 | 0 | 1
O=C(NNC(=S)NC(=O)c1ccc(F)cc1)c1ccncc1 | -0.9 | -10 | 0.9 | 5 | -2 | -4 | 0 | -0.4 | -4 | -2
Cn1cnnc1SCc1ccc(C(=O)NN)cc1 | -1.1 | -4 | 0.5 | -1 | 2 | 0 | -8 | -0.9 | 10 | 2
O=C(COc1cccc(NC(=O)c2ccco2)c1)c1ccc(F)cc1 | -1.0 | -10 | -1.8 | -18 | -1 | 1 | 0 | -0.6 | 0 | 0
Cc1onc(-c2ccc(Cl)cc2)c1-c1ccnc(SCC(=O)Nc2cc(Cl)cc(Cl)c2)n1 | 2.3 | -6 | 1.4 | -9 | 1 | -3 | -2 | 0.1 | -2 | -3
C=CCn1c(SCC(=O)c2ccc(CNC(C)=O)o2)nc2ccccc2c1=O | 0.3 | -5 | 0.1 | -8 | -2 | -6 | -3 | -1.1 | -18 | 8
COc1ccc(CN(C)C(=O)COc2cccc(-n3cnnn3)c2)cc1OC | -1.6 | -5 | -0.3 | 1 | 0 | 1 | -3 | -0.4 | -11 | 0
Nc1c(-c2n[nH]c(=S)n2-c2ccc(Cl)cc2Cl)cnn1-c1ccccc1 | 21 | 4 | -0.5 | 4 | 6 | -3 | -1 | 0.6 | 5 | 2
Cc1ccc(C(=O)COC(=O)CNC(=O)CN2C(=O)c3ccccc3C2=O)cc1 | -1.8 | -5 | 0.0 | -4 | 3 | -1 | -6 | -0.3 | -4 | 0
Cc1cccc(C(=O)OC2CCCN(C)C2)c1C (stereo not drawn) | -2.3 | -6 | -1.4 | 7 | -2 | 1 | 0 | -1.0 | 9 | -3
COc1ccc(Cl)c(Cn2c(NCc3ccccn3)nc3c2c(=O)n(C)c(=O)n3C)c1 | -0.7 | -10 | 0.5 | -8 | 0 | 3 | -2 | -0.6 | 5 | -1
COCCCn1c(=O)c2ccccc2n(CC(=O)NC2CCCC2)c1=O | -2.2 | -9 | -1.3 | 0 | -1 | 1 | -2 | 0.2 | -2 | -3
Cc1cc(C(=O)N(C)Cc2ccc(Br)cc2)no1 | -0.4 | -2 | 1.2 | -9 | 2 | 0 | -10 | -0.9 | 10 | 1
Cc1ccc(NC(=O)CN2CCC(NC(=O)C3CCCCC3)CC2)c(Br)c1 | -0.8 | -2 | 2.0 | -7 | -1 | -3 | -8 | -0.5 | -4 | -1
CNC(=O)/C(C#N)=C/c1ccc(OCCOc2ccccc2)cc1 | 0.1 | -9 | 2.5 | -6 | -2 | -3 | -2 | -0.6 | 1 | -31
NC(=O)CSc1ncc(-c2ccc([N+](=O)[O-])cc2)[nH]1 | 0.4 | -7 | 1.7 | 3 | 0 | 1 | -3 | 0.1 | 0 | -17
Cc1nnsc1S(=O)c1ccc(Cl)c(Cl)c1 (stereo not drawn) | -0.5 | -14 | 1.4 | -4 | -2 | 4 | -3 | -0.7 | 5 | -2
CCN(CC)C(=O)COc1ccc(S(=O)(=O)N2CCOCC2)cc1 | -1.4 | -3 | 0.6 | -12 | 0 | 0 | -7 | -0.7 | -5 | 3
CC(=O)Nc1ccc(N=C(C2=C(O)c3ccccc3C2=O)c2ccccc2)cc1 | 0.1 | -3 | 4.7* | -4 | 4 | -7 | -7 | -0.7 | -3 | -22
NNC(=O)c1cnn(-c2ccccc2)c1-n1cccc1 | -0.6 | -5 | -0.4 | -9 | -2 | -1 | -2 | 0.5 | -12 | 1
COC(=O)c1sccc1NC(=O)CSc1ccccc1NS(=O)(=O)c1ccccc1Cl | 2.8 | -11 | 0.9 | 5 | 0 | 0 | 8.3* | 0.4 | 0 | 6
